RSV CPE inhibition = RSV antiviral activity via CPE protection, HEp-2 cells, primary 10 µM value included (AID 2391); HEp-2 cells, RSV-induced CPE inhibition; higher % means a stronger effect; 310,000 tested, 0.13% active; CPE inhibition, % at 10 µM; hits with a dose series show IC50 in µM; in the data active = a potency from the dose series; inconclusive = CPE inhibition mostly from about 23% at the one dose, without a potency; inactive = the rest, 99 in 100 with CPE inhibition below about 21%; also: strong numbers were not always called active
TNAP activation fold = human TNAP enzyme activators, primary screen, biochemical, luminescent, no phosphate acceptor, uHTS (AID 1001); activation fold at 20 µM; hits with a dose series show EC50 in µM; purified TNAP, luminescent activation assay, no phosphate acceptor; higher activation fold means a stronger effect; 200,000 tested, 0.03% active; in the data active = activation fold from about 3, or a potency from the dose series; inactive = the rest, 99 in 100 with activation fold below about 1.6; also: many of its hits are not listed in these tables
NTR1 agonist = agonists of NTR1, primary screen, imaging, U2OS cells, beta-arrestin-GFP, high content (AID 493036) | activation, % at 20 µM | Neurotensin receptor type 1 (Homo sapiens), P30989 | 330,000 tested, 0.17% active | NTR1-U2OS beta-arrestin-GFP spot imaging, agonist mode;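 active = activation at or above 40% of the spot to cytoplasm intensity ratio, with at least 20 cells analyzed; inconclusive = wells under 20 cells, flagged as cytotoxic or low count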;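 also: 0% = DMSO without peptide and 100% = 100 nM NTR1 peptide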
Target sequence (P30989 whole entry, looked up): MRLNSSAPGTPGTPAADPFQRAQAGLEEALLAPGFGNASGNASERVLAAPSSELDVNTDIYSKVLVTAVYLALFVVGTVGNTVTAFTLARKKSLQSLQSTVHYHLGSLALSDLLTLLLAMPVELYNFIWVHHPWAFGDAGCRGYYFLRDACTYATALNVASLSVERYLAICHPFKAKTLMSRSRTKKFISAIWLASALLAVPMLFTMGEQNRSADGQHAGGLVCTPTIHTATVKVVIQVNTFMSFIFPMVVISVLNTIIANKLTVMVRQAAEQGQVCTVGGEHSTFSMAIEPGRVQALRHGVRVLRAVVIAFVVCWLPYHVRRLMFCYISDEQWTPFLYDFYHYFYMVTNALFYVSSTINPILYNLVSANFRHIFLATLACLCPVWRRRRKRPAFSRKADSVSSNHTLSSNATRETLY
Rac1 GTP hydrolysis = MgcRacGAP GTPase-activating activity inhibitors, confirmation, biochemical, ADP Hunter fluorescence. Rac GTPase-activating protein 1 (Homo sapiens). 340,000 tested, 0.6% active. MgcRacGAP-stimulated Rac1 GTP hydrolysis, ADP Hunter fluorescence; higher % means a stronger effect; GST-tagged Rac1 F28L mutant substrate. one-dose inhibition, % at 30 µM; IC50 in µM for titrated hits;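 active = first-screen hits whose inhibition reached a set limit at any dose in the follow-up dose series; inconclusive = inhibition above the set first-screen limit but never retested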;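 also: fluorescence reports GDP produced by GAP-driven GTP hydrolysis; strong numbers were not always called active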
Large T inhibition = SV40 large T antigen inhibitors, biochemical (AID 1903) | inhibition, % at 20 µM, or IC50 in µM where a hit was titrated | SV40 large T antigen ATPase/helicase inhibition assay; higher % means a stronger effect | 310,000 tested, 0.39% active; in the data active = a potency from the dose series; inconclusive = inhibition mostly from about 32% at the one dose, without a potency; inactive = the rest, 99 in 100 with inhibition below about 32%; also: strong numbers were not always called active
Salmonella PhoP GFP = inhibitors of PhoP regulon expression, primary screen, Salmonella Typhimurium, GFP reporter (AID 1863) | inhibition, % at 50 µM, or IC50 in µM where a hit was titrated | S. Typhimurium PhoP-regulated promoter GFP reporter, 4 h; higher % means a stronger effect | 300,000 tested, 0.16% active;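 active = inhibition over 29.93%, a cutoff 3 SD above the screen mean, later confirmed by dose response; inconclusive = inhibition over 29.93% but no dose response follow-up; inactive = inhibition at most 29.93% or unconfirmed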;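 also: 0% = low Mg2+ inducing control and 100% = high Mg2+ repressing control; strong numbers were not always called active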
UTI89 phage lysis = inhibition of K1F phage lysis, E. coli UTI89, bacterial capsule biogenesis inhibitors, alamar blue (AID 488966); E. coli UTI89 K1F phage lysis, alamar blue, 2 h; higher % means a stronger effect; inhibition, % at 100 µM; hits with a dose series show IC50 in µM; 340,000 tested, 0.02% active;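 active = phage lysis inhibition, versus mean bacterial control, above a set limit; inconclusive = no clear call, values can overlap the other calls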;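 also: capsule biogenesis inhibitors block K1F phage lysis so surviving cells raise fluorescence; higher fluorescence means more inhibition of phage lysis; actives were called in the ten point dose series up to 300 µM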
Myeloid diff MLP = induction of myeloid progenitor differentiation, primary screen, cell-based, flow cytometry, MLPCN library. ER-HoxA9 myeloid progenitors, lysozyme-GFP differentiation. calls only at 10 µM. 360,000 tested, 1% active;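 active = normalized GFP-positive differentiation at or above the plate's own cutoff, the solvent-only control mean plus 3 SD; inconclusive = no clear call, values can overlap the other calls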;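 also: cells exposed to compound for four days before flow analysis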
T cell modulator = modulators of CD8 T cell-vesicle binding, primary screen, mouse 2C CD8+ T cells, flow cytometry. 2C CD8+ T cell-vesicle binding; active compounds read low. calls only at 7 µM. 330,000 tested, 0.068% active;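 active = response, share of CD8 T cells binding vesicles, and their 90th percentile fluorescence all below set limits, cut at about 80% in these data, passing the limit was not always enough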
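Assay system – 2C mouse CD8+ T cells · Also added – QL9-loaded Drosophila micro-vesicles · Timing – Cell–vesicle co-incubation 1.5 h at 37 °C, staining 20 min on ice · Signal – flow cytometry of vesicle-bound cells · Measure – percent CD8+ FL2 mean versus row control · Controls – Peptide-free naked vesicles (low) and QL9 vesicles with 0.7% DMSO vehicle (high)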
T cell modulator vesicle-bound % = further read-out of T cell modulator, marked with its call; double positive events, %; measured here: CD8+ vesicle-bound cell fraction;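 binding gate set so that unloaded-vesicle control wells show 10% double positive cells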
NTR1 agonist cell count 20 µM = recorded beside NTR1 agonist, whose call it bears; cell count; measured here: cell count, cytotoxicity flag
Myeloid diff MLP GFP+ MAC1+ % = second read-out of Myeloid diff MLP, no call of its own (marks repeat the call); GFP+ MAC1+ double positive, %; measured here: differentiation confirmed by MAC1 staining
* hit, by the source's call; i = inactive; ? = inconclusive; . = not tested or not shown; + = active, no number; [ ] = another dose, or the depositor's remark.

Compound,NTR1 agonist,Large T inhibition,Rac1 GTP hydrolysis,RSV CPE inhibition,T cell modulator vesicle-bound %,Myeloid diff MLP,T cell modulator,UTI89 phage lysis,NTR1 agonist cell count 20 µM,TNAP activation fold,Salmonella PhoP GFP,Myeloid diff MLP GFP+ MAC1+ %
CN(C)c1ccc(-c2n[nH]c(=S)n2-c2ccccc2)cc1,0.6,14%,20%,2.1%,46,i,i,0.3%,65,1.3,-8%,0.4
CCN=C1SC(CC(N)=O)C(=O)N1CC (centres undefined),3.2,20%,-5%,-1.9%,54,i,i,-0.9%,46,1,4%,0.3
CN(C)c1ccc(N=Nc2ccccc2C(=O)OCC(=O)NC2CCCC2)cc1,5.3,26%,-16%,1.1%,54,i,i,-0.4%[50 µM],44,0.8,12%,0.6
O=C(CCC(=O)OCc1cccc(C(=O)Oc2ccccc2)c1)Nc1cccc2ccccc12,-0.2,-2%,3%,1.1%,9,i,i,-0.1%,64,1.2,-12%,0.4
CCNC(=O)NC(=O)COC(=O)c1cccc(S(=O)(=O)N2CC3(C)CC2CC(C)(C)C3)c1 (centres undefined),1.3,13%,-4%,-1.0%,0,i,i,-1.3%[50 µM],61,.,3%,1.7
Cc1ccc(S(=O)(=O)N2CCCC(C(=O)NCCCN3CCCCC3C)C2)cc1 (centres undefined),0.5,3%,13%,-0.7%,28,i,i,-2.0%,61,1.1,-6%,0.8
CC(C)CNC(=O)c1nc(-c2ccccc2)n(-c2ccccc2)n1,1.7,20%,12%,-0.2%,14,i,i,1.4%,41,1.1,2%,0.3
Nn1c(SCC(=O)NC(=O)NCc2ccco2)nnc1-c1ccc(OC(F)F)cc1,-1.3,20%,11%,-0.7%,55,i,i,0.3%,55,1,12%,0.8
O=C(NCCN1CCCCCC1)c1ccc(CS(=O)(=O)c2ccc(Br)cc2)o1,1.2,1%,5%,-0.6%,40,i,i,5.4%,67,0.9,0%,4.5
N#Cc1nn(-c2ccccc2)nc1N1CCCCC1,3.9,3%,9%,0.3%,50,+,i,1.5%,65,1.1,-10%,2.9*
COc1ccc(S(=O)(=O)N2CCN(C(=O)Nc3ccccc3OC)CC2)cc1,0.9,-10%,4%,0.3%,9,i,i,-1.4%[50 µM],60,.,-13%,1.6
O=C(NCc1cccs1)Nc1ccc(Cl)cc1,-0.4,5%,7%,1.6%,37,i,i,0.0%,45,1,1%,2.0
O=C(Cn1nc(-c2ccc(Cl)cc2)c2ccccc2c1=O)NCC1CCCO1 (centres undefined),-0.5,5%,3%,8.3%,32,i,i,4.0%,85,1,-9%,1.4
CC(C)CNC(=O)/C=C/C=C/CCCC/C=C/c1ccc2c(c1)OCO2,-0.1,.,8%,0.4%,44,i,i,1.9%,73,.,.,0.5
Cn1ccnc1C(=O)c1cccc([N+](=O)[O-])c1,1.3,4%,6%,3.5%,57,i,i,1.8%[50 µM],71,1.2,-7%,1.9
O=C(CCl)Nc1c2c(nn1-c1ccccc1)CSC2,1.9,14%,12%,1.1%,6,i,i,0.5%,62,.,-9%,2.7
Cc1ccc(S(=O)(=O)c2nc(S(C)(=O)=O)sc2N2CCN(C)CC2)cc1,-0.7,0%,1%,-0.6%,32,?,i,0.2%,78,.,2%,.
O=C(O)C1Nc2ccc(OC(F)(F)F)cc2C2C=CCC12 (centres undefined),-0.6,13µM*,.,13%,17,.,i,.,45,.,-20%,.
CCOc1ccccc1NC(=O)COC(=O)CSc1ccc(Cl)cc1,-1.8,-3%,11%,-0.1%,33,i,i,0.0%,76,1,18%,0.6
COc1cccc(NC2=C(Cl)C(=O)OC2OC(=O)c2ccco2)c1 (centres undefined),1.8,14%,0%,-0.2%,35,.,i,0.9%,40,1,-5%,.
O=C(NC1CCCCCCC1)c1ccc(Br)cc1,-0.1,9%,.,2.4%,34,i,i,.,41,.,.,0.4
COc1ccc(C2c3ccc4ccccc4c3Oc3ncn4nc(Cc5ccccc5)nc4c32)cc1OC (centres undefined),-2.3,4%,6%,-0.7%,40,i,i,-0.2%,67,1.1,9%,0.6
Cc1cc(C)c(NC(=O)Nc2ccccc2C)c(Cl)c1,1.7,9%,8%,-0.2%,60,i,i,2.8%[50 µM],51,1.1,5%,0.3
C=CCNC(=S)Nc1sc2c(c1C(=O)OCC)CC(C)(CC)OC2 (centres undefined),-1.1,2%,20%,1.4%,19,i,i,-0.1%,79,1.2,-9%,0.2
O=C(CSc1nnnn1C1CCCCC1)N1CCCC1,0.5,9%,10%,-0.2%,.,i,.,0.2%,58,1.1,-7%,0.3
CCN(CC)C(=O)c1ccccc1NC(=O)c1ccccc1,-1.0,0%,1%,2.9%,56,i,i,-0.8%,41,0.9,-2%,0.4
CCOCC(=O)Nc1cc(C(=O)NCCC(C)C)ccc1Cl,-0.8,23%,.,-1.3%,51,.,i,.,38,1,-2%,.
COc1ccc(-c2[nH]ncc2-c2cnc(C)s2)c(O)c1,1.0,12%,11%,0.2%,17,i,i,0.0%[50 µM],58,1.4,1%,4.1
S=c1[nH]nc(CCc2ccc(Cl)cc2)o1,-1.6,15%,-6%,-0.4%,56,i,i,-0.1%,64,1.1,-16%,0.5
c1ccc2[nH]c(CSc3ncnc4c3oc3ccccc34)nc2c1,3.0,12%,-1%,0.2%,17,i,i,7.2%,58,1,-41%,7.0
COCCN1CCN(Cc2nc(Cc3ccc(OC)c(OC)c3)no2)CC1,0.5,5%,6%,-0.1%,39,i,i,-0.1%,55,1.1,5%,0.4
O=C(COc1ccc2ccccc2c1)Nc1cccc2cccnc12,-0.7,-3%,7%,0.3%,43,i,i,0.8%,98,1.3,3%,0.2
Cn1nc(C(F)(F)F)c2cc(NC(=O)OCC(C)(C)C)sc21,-3.1,22%,11%,16%,43,i,i,-0.1%,85,1,-2%,0.3
Cn1nnnc1SCC(=O)NC(C)(C)C,-0.5,6%,8%,2.5%,33,i,i,11%,44,1,3%,1.2
O=C(COc1cccc2cccnc12)N1CCc2ccccc21,1.1,.,9%,6.8%,55,i,i,0.2%,76,1.1,.,0.8
CCC(=O)NC1=C(Nc2ccc(N)cc2)C(=O)c2ccccc2C1=O,-2.4,24%,19%,-0.7%,9,+,i,0.2%,97,.,12%,1.0*
O=C(CSc1nc(-c2ccc(F)cc2)cs1)NCCN1C(=O)CSC1=O,-0.8,1%,1%,10%,56,i,i,0.0%,53,1.1,-9%,0.0
COc1cc2c(cc1OC)C(c1cc(C)ccc1C)CC(=O)N2 (centres undefined),1.2,14%,-22%,7.7%,58,i,i,-2.2%,78,.,-5%,1.3
CCOCC(=O)Nc1ccc([N+](=O)[O-])cc1C,-0.5,8%,3%,6.7%,46,i,i,-1.0%,45,1,-10%,0.3
CCCCCN1C/C=C\C(c2ccc(OC)cc2)N(Cc2ccc(F)cc2)C(=O)C1 (centres undefined),3.9,12%,0%,1.9%,.,i,.,2.0%,70,.,-1%,1.8
Cc1csc(N/N=C/c2ccc([N+](=O)[O-])cc2)n1,2.3,12%,-2%,?,44,i,i,-1.1%,67,.,3%,0.4
CCOC(=O)c1oc2ccccc2c1CN1CCCCC1,0.1,1%,6%,2.2%,4,i,i,-0.5%,24,1.1,14%,1.3
CCOC(=O)c1c(C)nc(SC)c(C#N)c1-c1ccccc1,5.6,-2%,12%,7.1%,46,i,i,4.6%,45,1.2,23%,0.0
NC(=S)N/N=C/c1ccccc1OC(=O)c1cc2ccccc2oc1=O,0.3,6%,-9%,-1.0%,10,i,i,0.0%,50,.,-5%,0.9
O=C(C(=O)N1CCc2ccccc2C1)c1cn(CC(=O)N2CCCC2)c2ccccc12,-1.0,5%,3%,0.9%,20,i,i,-2.3%,77,1.1,-10%,0.8
CCC(C)(C)NC(=O)c1cc(C(=O)OC)cc([N+](=O)[O-])c1,5.4,5%,7%,1.6%,48,i,i,0.5%,94,1.1,2%,0.5
COCCn1c(SCC(=O)N2CCCCC2)nc2c(c1=O)SCC2,0.5,4%,7%,1.3%,68,i,i,0.0%,68,.,3%,1.4
CC(=O)Nc1c(F)cc(Br)cc1F,0.0,4%,7%,.,45,i,i,0.1%,47,.,-1%,0.3
O=C1c2cccc(Cl)c2C(=O)N1c1ccccn1,0.9,9%,.,0.1%,20,i,i,.,42,.,.,0.0
O=C(NNS(=O)(=O)c1ccccc1)c1cccc(F)c1,0.7,25%,2%,0.8%,59,i,i,0.7%,64,.,3%,0.4
COC(=O)c1cccc(NC(=S)NCc2ccco2)c1,0.0,3%,8%,2.8%,57,i,i,-0.6%,33,1.1,5%,0.5

Fetched by structure from the list above, three records:
Compound,NTR1 agonist,Large T inhibition,Rac1 GTP hydrolysis,RSV CPE inhibition,T cell modulator vesicle-bound %,Myeloid diff MLP,T cell modulator,UTI89 phage lysis,NTR1 agonist cell count 20 µM,TNAP activation fold,Salmonella PhoP GFP,Myeloid diff MLP GFP+ MAC1+ %
O=C(CSc1nc(-c2ccc(F)cc2)cs1)NCCN1C(=O)CSC1=O,-0.8,1%,1%,10%,56,i,i,0.0%,53,1.1,-9%,0.0
O=C(C(=O)N1CCc2ccccc2C1)c1cn(CC(=O)N2CCCC2)c2ccccc12,-1.0,5%,3%,0.9%,20,i,i,-2.3%,77,1.1,-10%,0.8
CC(=O)Nc1c(F)cc(Br)cc1F,0.0,4%,7%,.,45,i,i,0.1%,47,.,-1%,0.3

High-throughput results (PubChem BioAssay)
